Screening results as filed in PubChem.
HKDC1 inh: HKDC1 (human) hexokinase inhibition. recombinant HKDC1, G6PDH/diaphorase resazurin coupled fluorescence. inhibition, % at 20 µM. 340,000 compounds, 0.16% hits. AID 493160;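 active means inhibition above about 35% when tested at 20 µM, limit read from the data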;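 further: plate controls were DMSO wells with enzyme for no effect and DMSO wells lacking enzyme for full effect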
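System: Recombinant HKDC1 hexokinase | Amount: HKDC1 at 5 µg/mL | Reagent: Glucose with 1 mM ATP | Doses: Single 20 µM dose | Incubation: Reaction time 90 min, room temperature, protected from light | Signal: Coupled resazurin fluorescence, excitation 525 nm, emission 613 nm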
ATG4B inhibitor: blocks human ATG4B protease cleavage of LC3 substrate; Q9Y4P1; ATG4B cleavage of LC3-PLA2, NBD-HPC fluorescence, 1 h; inhibition, % at 8.33 µM; 340,000 compounds, 0.51% hits; in the data active means inhibition above about 40%
SENP6 inh: inhibitors of human SENP6 protease; Recombinant SENP6 catalytic domain, aminoluciferin luminescence; 330,000 compounds, 1.8% hits; inhibition, % at 10 µM; AID 2599;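 active means inhibition above about 50% at the single tested dose, limit read from the data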;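 further: plate controls were DMSO wells with enzyme for no effect and DMSO wells lacking enzyme for full effect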
Target sequence (Q9GZR1 628-1112 limits assumed): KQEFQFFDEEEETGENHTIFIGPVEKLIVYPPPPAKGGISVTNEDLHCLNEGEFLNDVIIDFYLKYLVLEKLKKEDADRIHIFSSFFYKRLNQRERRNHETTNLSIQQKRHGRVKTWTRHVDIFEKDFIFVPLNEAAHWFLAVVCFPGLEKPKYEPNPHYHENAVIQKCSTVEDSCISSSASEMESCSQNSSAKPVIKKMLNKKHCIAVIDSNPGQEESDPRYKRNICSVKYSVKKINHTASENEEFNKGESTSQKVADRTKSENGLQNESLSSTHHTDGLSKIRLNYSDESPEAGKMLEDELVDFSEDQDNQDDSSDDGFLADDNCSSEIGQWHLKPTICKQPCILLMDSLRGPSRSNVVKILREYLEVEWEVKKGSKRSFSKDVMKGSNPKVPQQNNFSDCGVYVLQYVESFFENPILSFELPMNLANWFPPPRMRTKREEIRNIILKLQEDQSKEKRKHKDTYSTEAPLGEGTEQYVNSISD
NR3A LBD binder: modulators (binders) of human NR3A ligand-binding domain | NR3A LBD differential scanning fluorimetry, Tm shift; 0% = protein alone, 100% = glycine-bound protein | Tm shift relative to glycine control, % at 25 µM | 340,000 compounds, 2.5% hits | AID 1259313;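 active means melting temperature shift of at least 10% of the positive control shift, at one fixed dose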
PfGluPho inh: PfG6PD (Plasmodium falciparum) enzyme inhibition | PfGluPho enzyme, NADPH resazurin-diaphorase fluorescence | inhibition, % at 20 µM | 350,000 compounds, 0.78% hits | AID 504690;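 active means inhibition reaching at least a set limit at 20 µM in the primary screen, cut at about 59% in these data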;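 further: 0% = DMSO wells with substrate and 100% = DMSO wells lacking glucose-6-phosphate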
SENP7 block: blocks the human protease SENP7; recombinant SENP7, Z-RLRGG-aminoluciferin luminescence, 40 min; Q9BQF6; 330,000 compounds, 1.5% hits; inhibition, % at 5 µM;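 active means inhibition above about 50% at the single test dose, limit read from the data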;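 further: plate controls were DMSO with enzyme for no effect and no enzyme buffer wells for full effect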
Target sequence (Q9BQF6 706-1050 limits assumed): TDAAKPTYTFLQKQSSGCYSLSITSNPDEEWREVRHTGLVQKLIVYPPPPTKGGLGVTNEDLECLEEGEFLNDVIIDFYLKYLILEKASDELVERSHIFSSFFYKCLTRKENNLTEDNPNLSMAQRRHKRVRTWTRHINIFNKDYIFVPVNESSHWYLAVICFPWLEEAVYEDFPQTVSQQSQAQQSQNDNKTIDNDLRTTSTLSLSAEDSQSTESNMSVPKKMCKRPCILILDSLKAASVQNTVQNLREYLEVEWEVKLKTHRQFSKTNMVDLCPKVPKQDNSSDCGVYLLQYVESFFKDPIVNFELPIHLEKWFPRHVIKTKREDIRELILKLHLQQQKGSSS
SENP8 inh: inhibitors of human SENP8 protease; recombinant SENP8, Nedd8 substrate fluorescence; 360,000 compounds, 0.64% hits; inhibition, % at 20 µM; in the data active means inhibition mostly above about 40%, no sharp cut-off; inactive means mostly below about 27%
Target sequence (Q96LD8 whole entry, looked up): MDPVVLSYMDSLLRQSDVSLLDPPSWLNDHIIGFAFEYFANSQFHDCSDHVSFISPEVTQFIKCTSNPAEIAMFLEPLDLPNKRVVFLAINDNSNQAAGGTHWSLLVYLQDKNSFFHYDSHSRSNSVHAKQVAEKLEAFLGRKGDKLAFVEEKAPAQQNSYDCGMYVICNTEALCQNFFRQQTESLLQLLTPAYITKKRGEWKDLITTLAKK
MPTP block: blocks calcium-induced mitochondrial swelling; isolated mouse mitochondria, Ca2+ swelling absorbance, 30 min; inhibition, % at 10 µM; 360,000 compounds, 1.4% hits;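 active means inhibition of 50% or more, scaled per plate between neutral and stimulator controls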;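 further: 0% = DMSO wells given calcium and 100% = 1 mM EGTA wells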
Active calls of the source: *; . = not tested or not shown.

SMILES	HKDC1 inh	ATG4B inhibitor	SENP6 inh	NR3A LBD binder	PfGluPho inh	SENP7 block	SENP8 inh	MPTP block
Cc1ccc(-n2c(C)cc(C=C3C(=O)CC(C)(C)CC3=O)c2C)cc1	-3	3	12	-1	-4	-1	17	8.3
Cc1ccc(OCC(=O)Nc2ccccc2Sc2ccccc2)c([N+](=O)[O-])n1	-2	1	-9	-9	34	-4	19	40
O=C(CSc1nnc(CNc2ccc(F)cc2)n1Cc1ccco1)N1CCCC1	14	0	11	3	18	7	2	-0.5
O=C(O)C1CCC(Cn2c(SCc3cc(=O)n4ccccc4n3)nc3ccsc3c2=O)CC1 (centres undefined)	-5	-7	8	0	7	1	-253	0.0
CCCCOc1ccc2c(c1)C(=O)c1cc(O)ccc1-2	-5	6	37	34*	12	0	14	3.7
COC(=O)c1ccc2ncccc2c1	3	-8	-7	3	2	3	19	-1.2
Cc1cc(C)cc(C(=O)NC(=S)Nc2ccc(Cc3ccncc3)cc2)c1	-5	-5	-13	0	2	0	15	6.6
COc1ccc(N2CCN(C(=O)c3ccc(CS(=O)(=O)c4ccccc4C)o3)CC2)cc1	-2	-16	-16	-2	11	-8	16	1.9
CCn1cc(C(=O)O)c(=O)c2cc(F)c(N3CCN(C(=S)NC(=O)c4ccc(Br)cc4)CC3)cc21	-4	-9	-18	-8	15	3	-388	0.7
COc1ccc(CCNC(=O)c2cc(S(=O)(=O)N(C)C)ccc2N2CCCC2)cc1	2	-1	3	0	-16	2	7	0.0
CCOC(=O)N1CCC(NC(=O)c2csc3c2CCCC3)CC1	1	-7	-10	-2	-1	11	12	-1.9
COc1ccc(CCNC(=O)C2CCC(C(C)(C)C)CC2)cc1OC (centres undefined)	4	4	-4	4	2	3	2	-0.7
O=C(NCC1(N2CCCCC2)CCCCC1)c1cccc(S(=O)(=O)Nc2ccc(F)cc2)c1	-5	-5	10	2	11	3	12	-2.6
CC1CCN(S(=O)(=O)c2ccc(C(=O)NCc3cccnc3)cc2)CC1	-2	-1	3	-4	-5	-3	16	-0.3
O=C1c2c([N+](=O)[O-])cc([N+](=O)[O-])cc2S(=O)N1Cc1ccccc1 (centres undefined)	4	6	-19	1	62*	-6	15	-4.6
CCOC(=O)CS(=O)(=O)c1ccc(O)cc1	5	0	6	2	-10	-6	9	-1.7
O=C(COC(=O)Cc1cccc(C(F)(F)F)c1)Nc1ccc2[nH]c(=O)[nH]c2c1	-1	-4	-5	1	8	-5	-13	-0.3
Cc1ccc(S(=O)(=O)C(C#N)c2nc3ccccc3nc2N2CCN(C)CC2)cc1 (centres undefined)	-5	-5	8	-1	-11	-2	-326	-15
COCCn1c(C)cc2c(c1=O)C(c1ccccc1F)C(C#N)=C(N)O2 (centres undefined)	-2	3	13	0	-13	4	-220	2.2
COc1cccc(CC(=O)Nc2ccccc2N2CCCC2)c1	-1	3	-4	-1	-7	1	0	-2.5
COc1ccc(C(=O)NNS(=O)(=O)c2ccccc2)cc1OC	-7	-3	5	1	-1	-12	9	-0.7
Cc1cccc(C)c1NC(=O)CSc1nc(C2CC2)nc2ccccc12	-3	7	-8	0	2	-7	7	-0.5
CCCOc1ccc(C(F)(F)F)cc1NC(=O)CN1C(=O)C(=O)N(CC)C1=O	-6	-3	.	3	14	.	19	0.5
Oc1ccc[n+](CC(O)c2ccccc2)c1 (centres undefined)	1	3	-18	-2	-9	15	-6	0.0
CN1C(C(=O)NCCc2cccs2)CC2Cn3c(nc4cc5ccccc5cc43)C21 (centres undefined)	-4	-3	-5	1	9	4	-82	-0.4
SMILES	HKDC1 inh	ATG4B inhibitor	SENP6 inh	NR3A LBD binder	PfGluPho inh	SENP7 block	SENP8 inh	MPTP block
Cc1sc(NC(=O)CCl)c(C(=O)c2ccccc2)c1C	13	2	2	-3	34	0	20	4.1
CC(=O)c1oc2ccccc2c1NC(=O)COC(=O)c1ccc(-n2nc(C)cc2C)cc1	-3	-6	4	0	-9	1	4	0.0
O=[N+]([O-])c1ccccc1C(O)Cc1ccccn1 (centres undefined)	-8	-7	.	3	7	.	10	-0.7
O=C(COc1ccc([N+](=O)[O-])cc1)Nc1ccc2c(c1)OCO2	3	-6	8	6	-1	-3	7	0.1
O=C(O)c1oc2ccccc2c1CN1CCN(c2ccccc2)CC1	-13	-6	9	-1	-2	8	14	1.7
O=C(NNS(=O)(=O)c1ccc(Br)cc1)c1ccncc1	-12	3	1	-2	-19	-4	6	-0.7
CCc1nn(C)c(N)c1C	-5	5	-3	0	-8	10	18	2.1
CCOC(=O)c1sc2ncnc(NCc3ccco3)c2c1C	0	-13	-2	-2	-1	-6	-262	-2.8
O=C(Cn1cnc2c(OCc3ccccc3)ncnc21)NCCN1CCOCC1	-5	.	-11	3	4	-2	8	0.3
COc1ccc(S(=O)(=O)NC(C)(C)C)cc1-c1nnc2c3ccccc3c(C)nn12	-6	-6	7	-4	13	5	-22	0.7
COc1cccc(NC(=O)CCN2C(=O)c3cccc([N+](=O)[O-])c3C2=O)c1	-4	5	2	0	-6	-10	18	1.1
CC(C)OCCCn1c(=N)c(S(=O)(=O)c2ccccc2)cc2c(=O)n3ccccc3nc21	-1	-8	-11	3	-13	-9	-226	1.1
O=C(NCCCCO)C(F)(F)C(F)(F)C(F)(F)C(=O)NCCCCO	-1	-4	-2	1	-6	6	3	-0.2
NC(=O)c1ccc(Oc2ccc(C(N)=O)cc2)cc1	-5	7	-5	0	-3	-9	21	0.0
CCCNC1=CC(=O)CC(C)(C)C1	14	-3	-17	2	2	-6	-3	-2.8
O=C(c1ccc2c(=O)n3c(nc2c1)CCCCC3)N1CCN(C(c2ccccc2)c2ccccc2)CC1	7	14	3	-3	1	5	22	-1.6
CCOC(=O)N1CCN(C(=O)c2ccc3nc4ccc(Cl)cc4c(=O)n3c2)CC1	-8	-5	-4	2	4	-9	-330	-0.9
CCOc1ccc2oc(C(=O)N(CCOC)c3c(N)n(CC(C)C)c(=O)[nH]c3=O)c(C)c2c1	-4	-9	11	-1	1	6	-47	-1.5
CCOC(=O)c1cnc(SCC(=O)N2CCN(c3ccccc3)CC2)nc1N	-1	-2	-2	-3	-5	0	13	-1.3
CC(C)(C)c1ccc(C2/C(=C(\O)c3ccc4c(c3)OCCO4)C(=O)C(=O)N2CCCN2CCOCC2)cc1 (centres undefined)	-4	-1	13	1	-7	1	-9	-2.3
Cc1ccc(S(=O)(=O)N2CCN(C3CC(=O)N(c4ccc(F)cc4)C3=O)CC2)cc1C (centres undefined)	-4	-15	5	-1	-10	5	9	0.0
COc1cccc(CN2CCNC(=O)C2CC(=O)NCCn2nc(C)cc2C)c1OC (centres undefined)	-4	-1	-5	-2	-1	-13	-6	2.9
Cc1cccc(C(=O)Nc2nnc(C3=COCCO3)o2)c1	-2	1	0	0	3	-2	24	-4.1
CC1(C)CC(=O)C2=C(C1)NC1=C(C(=O)c3ccccc31)C2c1ccc(O)cc1 (centres undefined)	-4	-1	-12	-1	-2	4	38	5.7
CN1C=CC=C/C1=C1/N=C(c2ccccc2)OC1=O	-10	1	-5	1	-8	-7	-2	-3.1

6 structures out of the list, arranged by SMILES length, low to high.
SMILES	HKDC1 inh	ATG4B inhibitor	SENP6 inh	NR3A LBD binder	PfGluPho inh	SENP7 block	SENP8 inh	MPTP block
CCc1nn(C)c(N)c1C	-5	5	-3	0	-8	10	18	2.1
O=[N+]([O-])c1ccccc1C(O)Cc1ccccn1 (centres undefined)	-8	-7	.	3	7	.	10	-0.7
Cc1cccc(C(=O)Nc2nnc(C3=COCCO3)o2)c1	-2	1	0	0	3	-2	24	-4.1
CCOC(=O)c1cnc(SCC(=O)N2CCN(c3ccccc3)CC2)nc1N	-1	-2	-2	-3	-5	0	13	-1.3
O=C(COc1ccc([N+](=O)[O-])cc1)Nc1ccc2c(c1)OCO2	3	-6	8	6	-1	-3	7	0.1
CC(C)(C)c1ccc(C2/C(=C(\O)c3ccc4c(c3)OCCO4)C(=O)C(=O)N2CCCN2CCOCC2)cc1 (centres undefined)	-4	-1	13	1	-7	1	-9	-2.3

Continued:
SMILES	HKDC1 inh	ATG4B inhibitor	SENP6 inh	NR3A LBD binder	PfGluPho inh	SENP7 block	SENP8 inh	MPTP block
Cc1ccc(N2CCN(c3ccc(C)cc3)C2c2cccnc2)cc1	1	5	8	1	11	-1	4	1.9
O=C(OCCN1CCCCC1)c1ccc(O)cc1	3	0	4	-1	-20	1	11	-1.3
CC1(C)Cc2c(sc3c2c(=N)n(Cc2ccco2)c(=O)n3Cc2ccccc2)CO1	8	-9	8	-2	-2	-5	8	-0.8
COc1cccc(NC(=S)/C(=C(\[O-])c2ccc(OC(F)F)cc2)[n+]2ccccc2)c1	6	-7	53*	2	-3	9	61*	-0.4
CCCCCCNCc1cccc(Br)c1	-10	-3	-19	0	-2	12	23	3.7
CC[C@]12c3[nH]c4ccccc4c3CCN1C(=O)C(CC(=O)NCCCN(C)C)C[C@@H]2C(=O)N1CCN(C(=O)C2CC2)CC1 (some centres undefined)	-5	0	-14	1	-8	-7	18	0.6
O=C(COC(=O)/C=C/c1ccc(Cl)cc1)Nc1cccc(S(=O)(=O)NC2=NCCCCC2)c1	1	-17	-13	-6	0	-8	11	-0.4
CCN(C(=O)CN1C(=O)NC(c2ccccc2)(c2ccccc2)C1=O)c1ccccc1	-5	-2	7	0	17	5	4	0.8
CCCCNC(=O)c1ccc2c(c1)ncn2C1CCCCC1	-4	9	-9	0	-1	1	24	4.8
C=CCN(C(=O)c1csnn1)C(C(=O)NC1CCCC1)c1ccc(F)cc1 (centres undefined)	-4	-11	-15	1	-13	-8	1	0.8
CN(NC(=O)c1ccccc1F)c1ccc([N+](=O)[O-])cn1	-3	-8	-13	-2	-4	6	35	1.9
COC(=O)c1ccc2c(c1)NC(=O)CS2	-8	5	-21	1	4	3	-10	0.9
COc1ccc(/C=N/n2cnc3c([nH]c4ccc(Br)cc43)c2=O)cc1CN1CCOCC1	-4	-7	-15	0	0	8	.	.
CCOCCCn1c(-c2ccc(Cl)cc2)n[nH]c1=S	-3	-1	9	0	27	1	-13	0.6
CCOC(=O)c1sc(NC(C)=O)nc1C	-6	-3	-22	-1	18	-9	0	-1.1
Cc1ccc2[nH]c(=O)c(CN(Cc3cccs3)C(=S)NCC3CCCO3)cc2c1 (centres undefined)	-6	-5	-54	0	-1	-10	-36	0.3
Cc1ccc(NC(=O)CN(C)C(=O)Cc2coc3cc(C)c(C)cc23)cc1	-1	-9	.	-5	24	.	3	-1.2
Cc1onc(-c2c(Cl)cccc2Cl)c1NC(=O)N1CCSCC1	-7	4	-33	0	-4	2	2	1.5
Cc1cc(=O)oc2cc(NC(=O)c3c(Cl)cnn3C)ccc12	-3	5	-23	-1	0	4	-160	1.2
OCCCCNCc1ccc(OCc2ccccc2Cl)cc1	2	6	-10	0	-11	10	12	0.3
O=C(Cc1ccccc1)NCC(=O)Nc1ccccc1Br	9	0	-10	-2	-5	-3	3	0.4
O=C(COC(=O)CN1C(=O)c2ccccc2C1=O)Nc1ncc(Cl)cc1Cl	-4	-2	-4	-13	12	9	14	1.2
CCC(=O)Nc1ccc(NC(=O)CSc2nnc(-c3ccc(O)cc3)n2CC2CCCO2)cc1 (centres undefined)	-3	-8	10	-1	-6	7	7	-0.1
N#Cc1c(N)nc(N)nc1Nc1ccc(Br)cc1	-2	2	60*	-16	17	36	12	-0.2
CCCCSc1nc2c(cnn2-c2ccc(C)c(C)c2)c(=O)[nH]1	2	-5	6	0	-23	0	1	2.1
Cc1ccc(C)c(S(=O)(=O)Nc2ccc(C(=O)N3CCCCC3)cc2)c1	-3	-1	-4	14*	-14	11	-1	0.1
Cc1cc(Cl)c2oc(C(=O)N3CCN(c4cccc(C)n4)CC3)c(C)c2c1	-1	-8	13	-1	18	7	9	0.1
CC(C)NC(=O)C1CCCN(S(=O)(=O)c2cccs2)C1 (centres undefined)	-8	-9	-3	11*	-1	-2	7	-4.2
CCC1=NN(C(=O)c2ccc(Cl)cc2)C(O)(c2ccccc2)C1 (centres undefined)	-6	2	-4	0	-27	-16	22	4.3
